HP1b binding inh: inhibitors of HP1-beta chromodomain binding to methylated histone tails | AlphaScreen HP1-beta / biotin-H3K9me3 peptide binding | Potency, µM (series often up to 114 µM), for the others: at the highest dose activity change, negative = inhibition, most hits filed as inhibitors | actives 0.56% (n = 390,000); further: nearly all actives have a fitted effect of over 70% in size; inactives centre near 23
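AlphaScreen: HP1-beta (50 nM) preformed 30 min with biotin-H3(1-18)K9me3 peptide (50 nM) in PBS pH 7.4, 0.01% Tween-20. Compound added for 30 min at RT, then streptavidin donor/nickel chelate acceptor beads (10 ug/mL) for 30 min.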
G9a inh: G9a (human) methyltransferase inhibition; Q96KQ7; Potency, µM (doses to about 102 µM), for the others: at the top dose activity, negative = inhibition, actives largely listed as inhibitors; actives 8.8% (n = 350,000); G9a H3K9 monomethylation, AlphaScreen, 2 h; further: on the % scale 0 is the no-effect control and ±100 the full control effect; nearly all actives have a fitted effect of over 75% in size
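Using a bead-based AlphaScreen, monomethylated H3K9 product from 2 h room-temperature reactions (G9a 20 nM, peptide 500 nM, SAM 20 uM) was detected with 0.5 ug/mL rabbit anti-H3K9me1 antibody.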
BLM inh: inhibitors of human Bloom syndrome helicase BLM. P54132. recombinant BLM DNA unwinding, fluorescence dequenching. Potency, µM (titrated, usually from 56.1 µM), inactives show at the highest dose activity change, negative = inhibition, hits mostly inhibitors. actives 0.2% (n = 350,000);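 further: plate controls were vehicle for no effect and no enzyme for full effect; nearly all actives have a fitted effect of over 35% in size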
GLS inh: glutaminase GLS (human) inhibition. O94925. GLS enzymatic activity, qHTS titration. Potency, µM (top dose mostly 45.5 µM), for inactives: top-dose activity change, negative = inhibition, actives largely listed as inhibitors. actives 0.21% (n = 410,000); further: on the % scale 0 is the no-effect control and ±100 the full control effect
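Enzyme dispensed in phosphate buffer (45 mM, pH 8.2, 0.02% Tween-20), compounds pinned in, then 1 mM L-glutamine solution and the glutamate oxidase–HRP–Amplex Red mix added; fluorescence read immediately and again after 30 min at room temperature.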
JMJD2A Tudor inh: JMJD2A Tudor domain (human) inhibition. O75164. AlphaScreen JMJD2A-Tudor / H3K4me3 peptide binding. Potency, µM (doses to about 114 µM), inactives show at the top dose activity change, negative = inhibition, hits mostly inhibitors. actives 4.4% (n = 390,000); further: on the % scale 0 is the no-effect control and ±100 the full control effect; nearly all actives have a fitted effect of over 50% in size
PGK inhibitor: inhibitors of T. brucei phosphoglycerate kinase | PGK/GAPDH coupled, Kinase-Glo luminescence, 60 min | Potency, µM (top dose mostly 57.5 µM), for inactives: top-dose activity change, negative = inhibition, usual class: inhibitors | P07378 | actives 0.043% (n = 380,000); further: on the % scale 0 is the no-effect control and ±100 the full control effect; nearly all actives have a fitted effect of over 60% in size
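Recombinant glycosomal PGK reaction used 1,3-bisphosphoglycerate generated in-well by GAPDH (100nM final) in 100mM TEA pH 7.6, 5mM MgCl2, 0.01% Tween-20. After 60 minutes at room temperature, ATP was read by Kinase-Glo Plus luminescence end-point.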
BAZ2B inh: BAZ2B (human) inhibition; Q9UIF8; AlphaScreen BAZ2B-H3K14Ac peptide displacement; Potency, µM (series often up to 114 µM), for inactives: top-dose activity change, negative = inhibition, most hits filed as inhibitors; actives 4.4% (n = 360,000); AID 504333; further: on the % scale 0 is the no-effect control and ±100 the full control effect; nearly all actives have a fitted effect of over 60% in size
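Protein-peptide AlphaScreen: BAZ2B 50 nM, b-H3K14Ac 50 nM, 1x PBS pH 7.4 + 0.01% Tween-20. Preincubation 30 min RT; cpd 30 min RT (top 110 uM); beads 20 min RT, light-protected.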
Pin1 inh: human Pin1 inhibition; Pin1 FP peptide displacement, HiFluor488, 10 min; actives 0.009% (n = 390,000); Potency, µM (titrated, usually from 115 µM), for the others: top-dose activity, negative = inhibition, hits mostly inhibitors; Q13526; AID 504891; active means well fitted inhibition curve with a large enough effect in the polarisation, with a control signal flat, not every such curve was filed as active; inconclusive means small, poorly fitted or top-dose-only effect, or effect the other way, or a change in a side signal; inactive means no such curve, though single readings can be large or run the other way; the % refers to the polarisation; further: on the % scale 0 is the no-effect control and ±100 the full control effect
POLI inh: DNA polymerase iota (human) inhibition; Pol iota fluorescent replication assay, 10 min; Potency, µM (top dose mostly 115 µM), inactives show at the top dose activity, negative = inhibition, hits mostly inhibitors; actives 1% (n = 390,000); AID 588590
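Fluorescent replication assay read twice, at 0 min and 10 min after adding 50 nM (final) substrate. Enzyme (10 nM) and compounds were first incubated 15 min at room temperature; enzyme-free buffer wells were negative controls.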
Starred values were filed as active, the others as inactive; i = inactive; ? = inconclusive; . = no result given; & = joins results of further samples; ! = not confirmed by another sample; [ ] = dose if it differs, or a comment. Unless noted, the call rests on the fitted dose curve; in most records, active means well fitted curve in the direction sought with a large enough effect; inconclusive means small, poorly fitted or top-dose-only effect, or another doubt; inactive means no such curve, though single readings can be large; an effect the other way counts as inactive or inconclusive. Potency means the concentration at half of the fitted maximal effect. These rows are one share of the data, so the mix of outcomes need not match the whole.

SMILES	HP1b binding inh	G9a inh	BLM inh	GLS inh	JMJD2A Tudor inh	PGK inhibitor	BAZ2B inh	Pin1 inh	POLI inh
Cc1c(C(=O)Nc2ccc(Br)cc2F)oc2ccc(S(=O)(=O)N3CCCCC3)cc12	12%	9%[59 µM]	1%	-9%	-24%	i	4%	-7%	-5%
O=C(CN1C(=O)C2(OCCO2)c2ccccc21)c1ccc(Cl)cc1	57%[activator]	2%[59 µM]	-8%	-2%	-7%	-4%	3%	1%	-4%
COC(=O)C1=C(c2ccc(OC(F)(F)F)cc2)C[C@@H]2CC[C@H]1N2C(=O)NCc1cccc2ccccc12	55%[activator]	3%[0.501 µM]	.	-4%	-19%	-5%	-13%	7%	-13%
CCC1C(C#N)=C(N)Oc2c1c(=O)oc1ccccc21 (stereo not drawn)	24%	-11%	-3%	9%	0%	-1%	13%	7%	20%
CN(CC=CCN(C)P(=S)(N1CC1)N1CC1)P(=S)(N1CC1)N1CC1	11%	.	.	-4%	3%	-3%	.	1%	27%
CC(C)Oc1cccc(C(=O)C2CCCN(Cc3ccon3)C2)c1 (stereo not drawn)	14%	6%	-4%	-5%	-17%	-8%	-2%	109%[activator]	34%[activator]
COc1ccc(C=C(C#N)c2ccc(OC)cc2)cc1	242%[activator]	.	.	-4%	192%[activator]	1%	.	22%	89%[activator]
C=CCNC(=S)/N=C/c1c(O)[nH]c(=O)[nH]c1=O	21%	.	-10%	-10%	-3%	-3%	8%	?	7%
CCCC(C)C1(CC)C(=O)NC(=Nc2ccccc2)NC1=O (stereo not drawn)	3%	-6%[59 µM]	3%	3%	-14%	6%	7%	3%	18%
O=P(Nc1c(Cl)cccc1Cl)(c1ccccc1)c1nc2c(s1)CCCC2 (stereo not drawn)	46%[activator]	12%[0.0925 µM]	-5%	1%	-11%	-6%	-7%	-26%	2%
CC(C)CCOP(=O)(c1ccc(N(C)C)cc1)C(O)c1ccccc1 (stereo not drawn)	-3%	-11%[0.501 µM]	-3%	14%	-25%	-6%	-14%	-3%	39%[activator]
CC(C)Oc1ccc(CCN)cc1Cl	8%	-1%[59 µM]	0%	4%	-7%	-7%	2%	10%	29%
CCOC(=O)c1ccc(N=C(C)c2c(O)[nH]c(=O)[nH]c2=O)cc1	12%	.	-2%	5%	-10%	-1%	-11%	0%	33%[activator]
CC1=C/C(=N\NC(=S)NCCc2ccccc2)CC(C)(C)C1	-11%	40µM*	-12%	9%	50µM*	-7%	?	13%	17%
CN1C[C@H](CNC(=O)OCc2ccccc2)C[C@@H]2c3cccc4c3c(cn4C)C[C@H]21	-1%	24µM*!	0%&-9%&-3%&-5%	-7%&15%	?	0%	45µM*	?	50%[activator]
CC(Cc1ccccc1)NC(=O)/C=C/c1ccc(Cl)cc1 (stereo not drawn)	40%[activator]	44%[59 µM]	0%	0%	0%	i	5%	-6%	4%
O=C(Oc1ccc(Cl)cc1)N1CCOCC1	-4%	.	4%	?	?	7%	11%	-6%	94%[activator]
O=c1[nH]c(O)c(C=Nc2ccccc2Oc2ccccc2)c(=O)[nH]1	18%	2%	-21%	2%	?	-1%	-29%	159%[activator]	?
COc1cc(CN2CCc3nc(N4CCN(c5ccccn5)CC4)ncc3C2)cc(OC)c1OC	?	?	3%	-7%	79µM*	-2%	50µM*	0%	4%
O=c1c2ccccc2nc(-c2ccco2)n1-c1nccs1	15%	-9%[12.7 µM]	-1%	?	?	-4%	4%	160%[activator]	?
C=C1C2C[C@H](O)C(C)(C)[C@@]2(O)[C@H](O)C[C@]23C[C@@](C)(O)[C@H](CC[C@H]12)[C@H]3OC(C)=O (stereo partly drawn)	40%[activator]	2%	1%	1%	-16%	-5%	12%	-10%	-7%
COC(=O)C1=C(c2ccc(-c3ccccc3)c(F)c2)C[C@@H]2CC[C@H]1N2C(=O)NCCOc1ccccc1Cl	14%	-2%[2.33 µM]	.	-10%	-34%	5%	-8%	16%	16%
COC(=O)C1=C(c2ccc(C(C)=O)cc2)C[C@@H]2CC[C@H]1N2C(=O)N1CCCC1	48%[activator]	21%[2.33 µM]	.	2%	-9%	-3%	5%	-6%	?
CC(C)Cc1nc2cccnc2n1C1CCNCC1	15%	-30%[59 µM]	3%	-12%	-7%	7%	-5%	-10%	-25%
CC(Cc1ccccc1)NC=O (stereo not drawn)	30%	2%[12.7 µM]	1%&-1%	-1%&-4%	-10%	1%	2%	-9%	17%
Cc1ccccc1NP(=O)(Oc1ccccc1F)Oc1ccccc1F	31%	44%[59 µM]	-9%	20%	-3%	0%	9%	-1%	13%
Cn1nccc1C(=O)N1CCC2(CC1)OCCO2	32%	17%	1%	2%	-4%	7%	0%	-10%	39%[activator]
CCOc1ccc(-c2cc(C(=O)N3CCN(S(=O)(=O)c4cc(Cl)ccc4OC)CC3)[nH]n2)cc1	4%	-28%[59 µM]	-8%	3%	-13%	-5%	-1%	64%[activator]	6%
Cc1nnc(NC(=O)c2cccn(Cc3ccc(Cl)cc3)c2=O)s1	23%[57 µM]	-3%[59 µM]	-9%	-1%	0%	8%	-3%	0%	-1%
O=C(CN1CCCCC1)NNC(=O)c1cccc(Br)c1	47%[activator]	15%	0%	21%	-16%	0%	2%	-1%	16%

As entered above:
COC(=O)C1=C(c2ccc(-c3ccccc3)c(F)c2)C[C@@H]2CC[C@H]1N2C(=O)NCCOc1ccccc1Cl in G9a inh shows -2%[2.33 µM]
COC(=O)C1=C(c2ccc(C(C)=O)cc2)C[C@@H]2CC[C@H]1N2C(=O)N1CCCC1 in G9a inh shows 21%[2.33 µM]
O=C(CN1CCCCC1)NNC(=O)c1cccc(Br)c1 in PGK inhibitor shows 0%
Cc1ccccc1NP(=O)(Oc1ccccc1F)Oc1ccccc1F in JMJD2A Tudor inh shows -3%

Carrying on:
SMILES	HP1b binding inh	G9a inh	BLM inh	GLS inh	JMJD2A Tudor inh	PGK inhibitor	BAZ2B inh	Pin1 inh	POLI inh
CCN(CC)C(=O)c1ccc(NC(=O)c2cccc(S(=O)(=O)N3CCN(C)CC3)c2)cc1	31%	?	2%	-11%	-2%	2%	-28%	-12%	5%
Cc1c(N=Nc2c(O)n(Cc3ccccc3)c(=O)[nH]c2=O)c(=O)n(-c2ccccc2)n1C	39%[activator]	?	-15%	35%	20µM*	-9%	10µM*	78%[activator]	9%
COC(=O)CCCCC1SCC(NC(=O)c2ccccc2)C1Cl (stereo not drawn)	36%	-41%	5%	20%	-12%	8%	79µM*	?	-5%
COCCNC(=O)N1[C@H]2CC[C@@H]1C(C(=O)OC)=C(c1ccc(-c3ccccc3)c(F)c1)C2	28%	-17%[0.501 µM]	.	-10%	-8%	-7%	-4%	0%	20%
O=C1NC(=O)N(Cc2ccc(F)cc2)C(=O)/C1=C\c1ccoc1	?	40µM*	-20%	?	79µM*	-24%	50µM*	?	14µM*
CCC(=NCCc1c[nH]c2ccccc12)c1c(O)n(C)c(=O)n(C)c1=O	3%	?	-2%	-1%	-25%	-11%	-33%	5%	?
CC1N=C(c2ccccc2Cl)c2cc(Br)ccc2NC1=O (stereo not drawn)	?	-9%	-17%	8%	-1%	3%	-2%	-8%	17%
CC(N=Cc1c(O)[nH]c(=O)[nH]c1=O)c1ccccc1 (stereo not drawn)	9%	5.6µM*	2%	2%	-18%	-6%	-1%	1%	8%
CCC(=O)OC1(c2ccccc2)C(C)CN(C)CC1C (stereo not drawn)	33%[activator]	.	3%	0%	-18%	-4%	-5%	2%	26%
COc1cccc(CNC(=O)c2cccc(S(=O)(=O)N3CCN(C)CC3)c2)c1	-1%	40µM*	1%	1%	-10%	-5%	-9%	-6%	-18%

Entries from the list above that contain bromine (three):
SMILES	HP1b binding inh	G9a inh	BLM inh	GLS inh	JMJD2A Tudor inh	PGK inhibitor	BAZ2B inh	Pin1 inh	POLI inh
Cc1c(C(=O)Nc2ccc(Br)cc2F)oc2ccc(S(=O)(=O)N3CCCCC3)cc12	12%	9%[59 µM]	1%	-9%	-24%	i	4%	-7%	-5%
O=C(CN1CCCCC1)NNC(=O)c1cccc(Br)c1	47%[activator]	15%	0%	21%	-16%	0%	2%	-1%	16%
CC1N=C(c2ccccc2Cl)c2cc(Br)ccc2NC1=O (stereo not drawn)	?	-9%	-17%	8%	-1%	3%	-2%	-8%	17%

(cont.)
SMILES	HP1b binding inh	G9a inh	BLM inh	GLS inh	JMJD2A Tudor inh	PGK inhibitor	BAZ2B inh	Pin1 inh	POLI inh
COc1ccc(-c2nn(CCC#N)cc2C(=O)Nc2ccccc2Br)cc1	26%	2%[0.501 µM]	-8%	-15%	-9%	i	-23%	-6%	11%
C[C@]12CCC(=O)C=C1CC[C@@H]1[C@@H]2C(=O)C[C@]2(C)C(=O)CC[C@@H]12	45%[activator]	13%	-7%	-2%	-2%	-8%	4%	4%	6%
O=C(/C=C/c1ccc(Cl)cc1)NC(=S)N1C[C@H]2C[C@H](C1)c1cccc(=O)n1C2	5%	18µM*	1%	4%	-21%	-2%	-34%	-10%	4%
O=Cc1cn(Cc2ccc([N+](=O)[O-])cc2)c2ccccc12	-6%	11%[59 µM]	-4%	7%	0%	-9%	-3%	14%	15%

Copied from above for reference:
SMILES	HP1b binding inh	G9a inh	BLM inh	GLS inh	JMJD2A Tudor inh	PGK inhibitor	BAZ2B inh	Pin1 inh	POLI inh
O=C(/C=C/c1ccc(Cl)cc1)NC(=S)N1C[C@H]2C[C@H](C1)c1cccc(=O)n1C2	5%	18µM*	1%	4%	-21%	-2%	-34%	-10%	4%
O=Cc1cn(Cc2ccc([N+](=O)[O-])cc2)c2ccccc12	-6%	11%[59 µM]	-4%	7%	0%	-9%	-3%	14%	15%
